# LDHA inh: qHTS assay for inhibitors of human lactate dehydrogenase; 480,000 compounds, 0.15% hits; purified LDHA, NADH/diaphorase-resazurin fluorescence; stronger effect = lower value; AID 1347041, 2019; L-lactate dehydrogenase A chain (Homo sapiens), P00338; activity change, % (values are at about 110 or 230 µM); in the data active means activity change below about -30%; inconclusive means mostly about -25% to -30%;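 further: plate controls were DMSO wells for no effect and wells without enzyme for full effect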
#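 Remaining NADH was detected by diaphorase (0.133 mg/mL) converting 37 µM resazurin to fluorescent resorufin, read at 0 and 20 minutes. The preceding 5-minute room-temperature reaction used 2 nM LDHA, 0.2 mM sodium pyruvate and 0.06 mM NADH at pH 7.4.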
# * marks the source's active call; other numbers are inactive results; ? = inconclusive.
LDHA inh	Compound
0	CS(=O)(=O)Cc1ccc(C(=O)Nc2ccc(F)cc2F)cc1
2	Cc1ccc(-n2nnc(S(=O)(=O)c3ccc(Cl)cc3)c2C)cc1F
0	CCCCCCCNC(=O)c1ccc(Nc2ccc(-c3cccc(C)c3)nn2)cc1
8	COC(=O)C(NC(=O)c1ccc(OC)cc1)(Nc1nc(C2CC2)cs1)C(F)(F)F (centres undefined)
-2	CC(C)CCOC(=O)C(C)Oc1ccc2c(=O)c(-c3ccccc3Cl)coc2c1 (centres undefined)
1	CC(=O)c1cccc(NC(=O)C(C)N(C)Cc2ccccc2N2CCCCC2)c1 (centres undefined)
-5	O=C(c1nn(Cc2ccccc2)c(=O)c2ccccc12)N1CCCC1c1ccc2c(c1)OCCCO2 (centres undefined)
-8	NS(=O)(=O)c1ccc(Br)c(C(=O)OCc2ccc(Cl)c(Cl)c2)c1
-4	COC(=O)c1ccc(/C=N/OCc2cc(C(C)=O)ccc2OC)cc1
-2	O=C(Nc1ccc(Br)cc1)C1C2CCC3C(CCC21)C3(Cl)Cl (centres undefined)
8	CCOCCn1c(N2CCN(C)CC2)nc2c1c(=O)[nH]c(=O)n2C
-6	CCOC(=O)/C(C#N)=C(\C=C\c1ccccc1OC(F)F)c1ccccc1
1	CCN1CCN(c2ccc(S(=O)(=O)N(CC)CC)cc2NC(=O)Cc2ccccc2C)CC1
13	c1ccc(-c2nn3c(COc4ccc5c(c4)OCO5)nnc3s2)nc1
-1	O=C1OCCOC2CCCc3oc(C4=CCCCC4)c1c32 (centres undefined)
6	N#C/C(=C/C=C/c1ccccc1)C(=O)Nc1ccc(N2CCOCC2)cc1
2	COC(=O)c1sc(NC(=O)C2CCCC2)c(C(=O)OC)c1C
-2	COc1ccc(C(=O)CC(c2ccc(OC)cc2)S(=O)(=O)c2ccc(C)cc2)cc1 (centres undefined)
5	Cc1ccc(CC2CC(=O)N(c3ccc4ccccc4n3)C2=O)cc1 (centres undefined)
3	Cc1[nH]c2ccccc2c1CCN(Cc1ccncc1)C(=S)NC(C)(C)C
2	C=CCn1c(N2CCC(C(N)=O)CC2)nc2c1c(=O)n(C)c(=O)n2C
5	COc1ccccc1-n1cc(CN2CCc3onc(-c4ccc(Br)cc4)c3C2=O)nn1
0	Cc1noc(C)c1Cn1c(=O)c2c(ncn2C2CCCC2)n(Cc2ccccc2)c1=O
3	CCOC(=O)C1=C(N)Oc2c(oc(CO)cc2=O)C1c1ccccc1F (centres undefined)
5	CC(=O)NCCc1ccccc1C

# Structures from the list above with a Cl atom:
LDHA inh	Compound
2	Cc1ccc(-n2nnc(S(=O)(=O)c3ccc(Cl)cc3)c2C)cc1F
-2	CC(C)CCOC(=O)C(C)Oc1ccc2c(=O)c(-c3ccccc3Cl)coc2c1 (centres undefined)
-8	NS(=O)(=O)c1ccc(Br)c(C(=O)OCc2ccc(Cl)c(Cl)c2)c1
-2	O=C(Nc1ccc(Br)cc1)C1C2CCC3C(CCC21)C3(Cl)Cl (centres undefined)

# Further records.
LDHA inh	Compound
1	COc1ccc(Cn2nccc2NC(=O)c2cc(=O)c3cc(Cl)ccc3o2)cc1
19	Cc1cccc(-c2nnc3sc(NC(=O)c4ccccc4F)nn23)c1
-9	CCCCn1c(=O)[nH]c(=O)c2c1nc(CN1CCN(S(=O)(=O)c3ccc(C)cc3)CC1)n2C
10	Cc1nc(CCNC(=O)N(C)Cc2ccc3c(c2)OCO3)cs1
2	CC(Sc1ccc(C(C)(C)C)cc1)C(=O)NC(C)(C)C (centres undefined)
-1	N#Cc1cccc(OCC(=O)c2ccc3c(c2)CCCC3)c1
-2	CC(C)C1CCC(C)C(C(O)c2ccc(-c3ccccc3)cc2)C1=O (centres undefined)
-1	O=C(O)c1ccc(NC(=O)c2ccc(Br)o2)c(NC(=O)c2ccc(Br)o2)c1
5	CCC12CC3CC(Br)(C1)CC(C(=O)O)(C3)C2 (centres undefined)
-4	Cc1oc(-c2ccccc2)nc1CC(=O)Nc1ccc(S(=O)(=O)NC2CC2)cc1
0	CC1(C(=O)NC2CCCCC2)Cn2nc(-c3ccco3)cc2C(=O)N1c1ccccc1F (centres undefined)
-13	COc1cc(/C=N/OCc2cccc(Br)c2)cc(OC)c1OC
2	Oc1ccc(-c2nc(-c3ccc(Br)cc3)no2)cc1
0	O=C(Cn1c(=O)[nH]c2c(-c3ccccc3F)c[nH]c2c1=O)NCc1cccnc1
-8	CCCCCn1nc(C(=O)Nc2nc(-c3ccc(OC)cc3)c(C)s2)c2ccccc2c1=O
8	CNC(=O)c1ccc(CN(C2CC2)S(=O)(=O)c2ccc3c(c2)CCC3)cc1
-6	COc1cccc(NC(=O)c2ccc3c(c2)CCC3)c1
-1	CCOC(=O)Cc1csc(NC(=O)c2nc(-c3ccccc3)oc2C)n1
-19	CCc1cc2c(CN3CCN(C(=O)C4COc5ccccc5O4)CC3)cc(=O)oc2cc1O (centres undefined)
4	Cc1ccc(SCc2nc(-c3ccc(C(=O)NCc4cccnc4)cc3)oc2C)cc1
1	COc1ccccc1-c1cc(=O)c2cc(NS(=O)(=O)c3ccccc3)ccc2o1
9	COc1ccc(C(=O)NNC(=O)COCC(=O)Nc2ccc(C#N)cc2)cc1
-9	Cc1nc(-c2ccc(S(=O)(=O)Nc3ccc(F)cc3F)cc2)co1
8	COC(=O)c1cc(-c2ccccc2OC)nc2ccccc12
2	CCOc1cc(C(=O)OCC(=O)NC(=O)NC(C)(C)C)cc(OCC)c1OCC

# More entries.
LDHA inh	Compound
7	Cc1ccc(C(=O)N/N=C/c2ccccc2)cc1
-20	O=c1oc(-c2ccccc2Cl)nc2ccc(Br)cc12
-1	Cc1ccc(Sc2ccc(NC(=O)c3cccc(C)c3C)cc2)c(C)c1
34	O=[N+]([O-])c1ccccc1NCc1ccc(O)c2ncccc12
-1	CC(C)C(=O)Nc1ccc(NC(=O)Cc2c[nH]c3ccccc23)cc1
1	CC(Oc1cccc(Cl)c1)C(=O)NN (centres undefined)
5	CC(C)NC(=O)c1cccc(I)c1
0	CCc1cccc(C)c1NC(=O)Cn1nc(C(=O)O)c2ccccc2c1=O
-9	COc1ccccc1Oc1c(C)oc2cc(OC(=O)N3CCOCC3)ccc2c1=O
2	CCc1oc2cc(O)ccc2c(=O)c1-c1ccccc1OC
3	CC(C)C[C@H](NC(=O)[C@H](C)n1nnc2ccccc2c1=O)C(=O)O
-1	Cc1ccc(-n2nnnc2Sc2nnnn2-c2ccccc2)cc1
4	Cc1cc(=O)oc2cc(OCC(=O)Nc3ccc4ccccc4c3)ccc12
7	O=c1[nH]c(N2CCCCC2)nc2nccc(-c3ccsc3)c12
4	Cc1ccccc1C(=O)Nc1cnc2sc3c(n2c1=O)CCC(C(C)(C)C)C3 (centres undefined)
2	CCN1CCC2(CC1)OCCN2C(=O)c1cc(=O)c2ccccc2o1
8	CN(Cc1nccs1)c1ncnc2ccc(-c3ccc4c(c3)OCO4)cc12
1	CC(C)Cn1nc(C(=O)N2CCCC2c2ccc3c(c2)OCCCO3)c2ccccc2c1=O (centres undefined)
-2	Cc1ccc(C(=O)O)cc1F
35	COc1ccccc1Nc1cc2ccccc2c(=O)[nH]1
2	CCN(CC)c1nc2c(c(=O)[nH]c(=O)n2C)n1CC(O)COc1ccc(C)cc1 (centres undefined)
1	O=C(Cn1nc(C(=O)O)c2ccccc2c1=O)Nc1cccc(Cl)c1
0	COc1ccccc1CCNC(=O)CCSc1nc(Cl)nc2nc[nH]c12
11	CCOC(=O)C1CCN(C(=O)CSc2nnc(Nc3ccc(C)cc3C)s2)CC1
3	CC(O)CNC(=O)c1ccccc1 (centres undefined)

# Pulled one by one from the entries so far:
LDHA inh	Compound
1	O=C(Cn1nc(C(=O)O)c2ccccc2c1=O)Nc1cccc(Cl)c1
0	CCc1cccc(C)c1NC(=O)Cn1nc(C(=O)O)c2ccccc2c1=O
-1	Cc1ccc(Sc2ccc(NC(=O)c3cccc(C)c3C)cc2)c(C)c1

# Other records follow:
LDHA inh	Compound
5	O=C(Nc1ccc2nc[nH]c(=O)c2c1)c1ccc(F)cc1F
11	O=C1CSc2ccc(C(=O)OCC(=O)c3cccs3)cc2N1
1	CCOC(=O)C1CCCN(C(=O)CSc2nnc(-c3ccc(C)cc3)n2N)C1 (centres undefined)
-1	COc1ccc(C(=O)Nc2oc3ccc(Cl)cc3c(=O)c2-c2ccccc2)cc1OC
13	CS(=O)(=O)N1CCCc2cc(C(=O)c3cc4ccccc4o3)ccc21
12	CCn1c(=O)n(CC)c2cc(Sc3ccccc3)c(NC(=O)c3ccccc3OC)cc21
-20	FC(F)(F)c1cc(Cl)c2n[nH]c(=S)n2c1
9	COc1ccc(Br)cc1/C=C(\C#N)C(=O)NC(C)c1ccccc1 (centres undefined)
-12	CCOC(=O)N1CCN(C(=O)c2cc(N3C(=O)CCS3(=O)=O)ccc2Cl)CC1
2	CCOC(=O)[C@]12CCC=C1N(Cc1cccc3ccccc13)C(=O)[C@H](CC(=O)NCCCN1CCCC1=O)C2
-15	CCCCCn1nc(C(=O)Nc2ccc3nc(N4CCOCC4)sc3c2)c2ccccc2c1=O
-1	Cc1ccc(NC(=O)NC(=O)C(C)Cl)c(C)c1 (centres undefined)
?	CCOC(=O)c1cccc(NS(=O)(=O)c2cc(-c3nn(C)c(=O)c4c3CCCC4)ccc2C)c1
1	CC(=O)c1ccc(NC(=O)COc2nc(C)c3c(c2C#N)CCCC3)cc1
-2	CC(C)(C)c1ccc(C(=O)Nc2ccc(F)c(F)c2F)cc1
0	C#CCN1CCC(C(=O)N(C)Cc2ccc(Br)o2)CC1
-8	COc1cc(CSc2c(CC(C)C)cnc3c2c(=O)n(C)c(=O)n3C)cc(OC)c1
-7	CC(NC(=O)CSc1nc(CN2CCOCC2)nc2ccccc12)c1ccccc1 (centres undefined)
10	Cc1ccc(C2C(C#N)=C(N)OC3=C2C(=O)CC(C)(C)C3)o1 (centres undefined)
-1	N#Cc1c(-c2cc(C(F)(F)F)cc(C(F)(F)F)c2)no[n+]1[O-]
6	CS(=O)(=O)N1CCC(NC(=O)c2ccc3ccccc3n2)CC1
0	Clc1ccccc1-c1nc(-c2ccc(Br)cc2)no1
76	Nc1nc2c(s1)C(c1cccc(Cl)c1Cl)CC(=O)N2 (centres undefined)
-2	CC(Sc1ccc(C(F)(F)F)cn1)C(=O)NC(C)(C)C (centres undefined)
5	CCOCCCNCc1cccc(Br)c1

# Seven compounds from above, ordered by heavy-atom count, high to low:
LDHA inh	Compound
2	CCOC(=O)[C@]12CCC=C1N(Cc1cccc3ccccc13)C(=O)[C@H](CC(=O)NCCCN1CCCC1=O)C2
-15	CCCCCn1nc(C(=O)Nc2ccc3nc(N4CCOCC4)sc3c2)c2ccccc2c1=O
12	CCn1c(=O)n(CC)c2cc(Sc3ccccc3)c(NC(=O)c3ccccc3OC)cc21
1	CC(=O)c1ccc(NC(=O)COc2nc(C)c3c(c2C#N)CCCC3)cc1
11	O=C1CSc2ccc(C(=O)OCC(=O)c3cccs3)cc2N1
76	Nc1nc2c(s1)C(c1cccc(Cl)c1Cl)CC(=O)N2 (centres undefined)
-1	Cc1ccc(NC(=O)NC(=O)C(C)Cl)c(C)c1 (centres undefined)

# Further compounds:
LDHA inh	Compound
6	Cc1ccc(CNC(=O)C2CCCN(C(=O)c3cccc(C(F)(F)F)c3)C2)cc1 (centres undefined)
6	NCCCN1CCN(CCCN)CC1
3	COc1cc(OC)cc(C(=O)Nc2c(NC3CCCCC3)c3ccccc3oc2=O)c1
4	C=CCNC(=S)N/N=C/C1=CCC2CC1C2(C)C (centres undefined)
7	O=S(=O)(c1cc(F)ccc1F)N1CCN(Cc2cccc3cccnc23)CC1
-3	Cc1ccc(S(=O)(=O)N2CCN(c3ccc(NCc4ccccc4)nn3)CC2)cc1C
0	CCCc1ccc(C(=O)COC(=O)CNC(=O)c2ccc(C)cc2)cc1
3	CCCOc1ccc(-c2nc(C#N)c(NCCCN(C)C)o2)cc1
0	CCOC(=O)c1[nH]c(C)c(C(=O)OC(C)C(=O)OC)c1C (centres undefined)
-7	CCSc1nc2n(n1)C(c1ccc(OC)cc1)C1=C(CC(C)(C)CC1=O)N2 (centres undefined)
10	Nc1ccccc1C(=O)NCCc1c[nH]c2ccccc12
5	CCCCCOc1ccc(C(=O)N2CCC(c3nc4ccccc4o3)CC2)cc1
1	O=Cc1ccc(-c2c(-c3ccccc3)oc3c2C(OCCCCO)CCC3)o1 (centres undefined)
4	COc1ccc(C2CCCN2Cc2cccc(C)c2)cc1 (centres undefined)
-5	O=C(CCOc1cccc(Cl)c1)N1CCC(c2nnc3n2CCC3)CC1
-11	CCCc1nnc(NC(=O)C2CCN(C(=O)c3ccccc3F)CC2)s1
-2	O=C(Nc1cccc2c1CCCC2)c1ccccc1
4	COc1ccc(-c2cnc(C)o2)cc1S(=O)(=O)Nc1ccc(F)c(F)c1
11	CCn1c(/C=C/c2cn(CC)c3ccccc23)nc2ccccc2c1=O
4	CCc1ccccc1NC(=O)c1nc(-c2ccccc2)oc1C
-8	COC(=O)C(C)(NC(=O)CCC(=O)c1ccccc1)c1ccccc1 (centres undefined)
-15	COc1ccc(OC)c(Nc2nc(NCC(C)O)nc3c2cnn3-c2ccccc2)c1 (centres undefined)
1	CCCn1c(=O)c2sc(N3CCCC3)nc2n(CC(=O)Nc2ccc3c(c2)OCO3)c1=O
-4	NC(=O)C1CCN(Cc2cccc(C(F)(F)F)c2)CC1
-6	O=C(CCc1ncc(-c2ccccc2F)o1)Nc1ccccn1

# As a short view, 2 of the compounds above:
LDHA inh	Compound
-4	NC(=O)C1CCN(Cc2cccc(C(F)(F)F)c2)CC1
-6	O=C(CCc1ncc(-c2ccccc2F)o1)Nc1ccccn1

# Next compounds follow:
LDHA inh	Compound
1	CCOc1ccccc1NC(=O)COC(=O)c1oc2ccc(Br)cc2c1C
-2	CN(c1ccccc1)S(=O)(=O)c1ccc(C(=O)OCn2nnc3ccccc3c2=O)cc1
-6	CNc1snc(C)c1C(=O)NCCc1ccccc1
-4	CC(C)c1ccc(NC(=O)CCC2CCCC2)cc1
1	Nc1[nH]c(C(=O)c2ccccc2)c(-c2ccc(Cl)cc2Cl)c1C(=O)NCCc1c[nH]c2ccccc12

# These rows are one share of the data; rates above refer to the full screens.
